Screens deposited in PubChem BioAssay by National Center for Advancing Translational Sciences (NCATS).
ASM inhibitor – blocks human secretory acid sphingomyelinase; P17405; placental ASM, HMU-PC fluorogenic substrate, 60 min; Potency, µM (top dose mostly 57.5 µM), without a hit: top-dose activity change, negative = inhibition, hits mostly inhibitors; actives 0.006% (n = 340,000); further: potency means the concentration at half of the fitted maximal effect
Target sequence (P17405 47-631 limits assumed): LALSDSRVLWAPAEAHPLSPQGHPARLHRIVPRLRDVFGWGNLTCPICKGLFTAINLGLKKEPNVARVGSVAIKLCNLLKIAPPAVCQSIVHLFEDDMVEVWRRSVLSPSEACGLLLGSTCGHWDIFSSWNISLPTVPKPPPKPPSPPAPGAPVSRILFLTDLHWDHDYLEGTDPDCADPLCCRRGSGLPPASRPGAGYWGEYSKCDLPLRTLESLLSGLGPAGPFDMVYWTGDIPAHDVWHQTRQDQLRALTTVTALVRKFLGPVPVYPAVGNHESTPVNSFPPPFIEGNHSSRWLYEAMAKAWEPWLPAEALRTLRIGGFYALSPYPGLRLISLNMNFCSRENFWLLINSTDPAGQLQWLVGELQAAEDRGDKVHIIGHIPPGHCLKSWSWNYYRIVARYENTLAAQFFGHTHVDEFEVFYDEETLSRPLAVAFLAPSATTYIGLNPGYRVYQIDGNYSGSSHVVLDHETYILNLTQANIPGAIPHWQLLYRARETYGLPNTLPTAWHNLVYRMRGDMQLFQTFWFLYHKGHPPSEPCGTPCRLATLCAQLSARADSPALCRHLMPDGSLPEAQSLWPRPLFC
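qHTS format. ASM enzyme prepared from human placenta hydrolyses the fluorogenic substrate HMU-PC0 (9 uM final) over 60 min at 37 °C after a 10 min compound preincubation.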
Giardia kill – kills Giardia lamblia; Giardia lamblia trophozoite viability; activity change, % at 7.66 µM, hits read low; actives 0.15% (n = 340,000); AID 540267; in the data active means activity change below about -80%; inconclusive means between about -30% and that limit;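 further: parasites exposed to compound for two days anaerobically before the ATP read; on the % scale 0 is the no-effect control and ±100 the full control effect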
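Trophozoite viability was measured as ATP-dependent luminescence, read 15-30 min after reagent addition. Before that, parasites at 100 cells/well were exposed to compounds for 48 h, anaerobically, at 37 deg C.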
GALK inhibitor – galactokinase (human) inhibition; P51570; Purified GALK, Kinase-Glo residual ATP luminescence; Potency, µM (doses to about 57.5 µM), for the others: at the top dose activity change, negative = inhibition, usual class: inhibitors; actives 0.007% (n = 270,000); AID 1868; further: potency means the concentration at half of the fitted maximal effect; on the % scale 0 is the no-effect control and ±100 the full control effect
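Galactose (100 uM) and ATP (35 uM) were turned over by 5 nM GALK for 1 h at RT. Kinase-Glo Plus then converted the remaining ATP into a luminescent signal.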
FBPA coupling cs – coupling enzyme interference in Giardia aldolase counter-screen. coupling enzyme system counterscreen, AmpLite Red fluorescence. actives 0.67% (n = 290,000). activity change, negative = inhibition, % at 58.2 µM, hits read low. AID 2472; in the data active means activity change below about -30%; further: on the % scale 0 is the no-effect control and ±100 the full control effect
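Activity here indicates interference with the coupling reaction, not aldolase inhibition. Compounds at 57.5 uM final met coupling enzymes for 10 min at RT; substrate and AmpLite Red detection followed, with a 525/598 nm fluorescence read after 20 min.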
Menin-MLL TR inh – inhibitors of human menin-MLL interaction, mutant MLL peptide; O00255; Menin + Texas Red MLL mutant peptide, fluorescence polarization; Potency, µM (top dose mostly 61.6 µM), without a hit: at the top dose FP activity change, negative = inhibition, most hits filed as inhibitors; actives 0.23% (n = 270,000); active means well fitted inhibition curve with a large enough effect in the polarisation, with a control signal flat, not every such curve was filed as active; inconclusive means small, poorly fitted or top-dose-only effect, or effect the other way, or a change in a side signal; inactive means no such curve, though single readings can be large or run the other way; the % refers to the polarisation; further: potency means the concentration at half of the fitted maximal effect; % of control where 0% means no effect; many of its hits are not listed in these tables
PKM2 activator – PKM2 (human) enzyme activation; actives 0.34% (n = 260,000); AID 1631; P14618; purified PKM2, Kinase-Glo ATP luminescence, activation; response scale: 0% is enzyme alone, no compound; Potency, µM (doses to about 57.5 µM), for the others: top-dose activation, usual class: activators; further: potency means the concentration at half of the fitted maximal effect; on the % scale 0 is the no-effect control and ±100 the full control effect; nearly all actives have a fitted effect of over 55% in size
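Kinase-Glo luminescence reports ATP generated from ADP (0.1 mM) and PEP (0.5 mM) by purified hPK-M2 after 1 h at room temperature, pH 7.2 imidazole buffer; intermediate enzyme activity allows detecting inhibitors and activators.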
B2AR arrestin – recruits beta-arrestin to the human beta2-adrenergic receptor. P07550. beta-arrestin recruitment to beta2AR, cell-based reporter. Potency, µM (series often up to 46.1 µM), for inactives: at the highest dose activation, hits mostly activators. actives 0.02% (n = 330,000);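 further: potency means the concentration at half of the fitted maximal effect; 0% = DMSO controls and full agonism = EC100 isoproterenol or metaproterenol; nearly all actives have a fitted effect of over 65% in size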
BCR signal inh – blocks chronic active B-cell receptor signaling; Potency, µM (series often up to 46.1 µM), for the others: at the top dose ratio change, negative = lower green/red ratio, hits mostly inhibitors; ABC-DLBCL IkBa-CBG/CBR reporter, luminescence ratio, 4 h; actives 0.05% (n = 340,000); active means well fitted inhibition curve with a large enough effect in the signal ratio, with a control signal flat, not every such curve was filed as active; inconclusive means small, poorly fitted or top-dose-only effect, or effect the other way, or a change in a side signal; the % refers to the signal ratio;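 further: potency means the concentration at half of the fitted maximal effect; plate controls were basal doxycycline-induced cells for no effect and cells given 10 µM MG132 for full effect; MG132 reads +100%, hits lower the ratio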
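Cell line TMD8 (human ABC DLBCL), stably expressing tet-inducible CBG68-IkBa fusion and CBR; IMDM/0.5% FBS; cpd up to 46 uM; dox induction, 4 h, 37C/5% CO2; dual luminescence; green/red ratio; MG132 control.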
PTAP TSG101 blk – blocks PTAP/TSG101 interaction to inhibit HIV-1 budding | Q99816 | Fluorescence polarization, FITC-PTAP peptide / Tsg101 binding | Potency, µM (highest dose often 115 µM), for inactives: at the highest dose activity change, negative = inhibition, most hits filed as inhibitors | 340,000 tested, under 10 active | AID 493005; active means well fitted inhibition curve with a large enough effect in the main read-out, with a control signal flat, not every such curve was filed as active; inconclusive means small, poorly fitted or top-dose-only effect, or effect the other way, or a change in a side signal; inactive means no such curve, though single readings can be large or run the other way; further: potency means the concentration at half of the fitted maximal effect; % of control where 0% means no effect
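Steps: Tsg101 binding domain dispensed (10 uM final), compounds pinned in DMSO, FITC-labeled PTAP-motif peptide added (50 nM final); after 20 min binding at room temperature, polarization measured.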
Integrin act MD – activates integrin-mediated alleviation for muscular dystrophy; actives 0.064% (n = 350,000); Potency, µM (doses to about 38.3 µM), for inactives: at the highest dose activation, usual class: activators; alpha7betagal myoblasts, beta-gal FDG fluorescence, 48 h;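 further: potency means the concentration at half of the fitted maximal effect; 100% = response of the positive control SU9516; nearly all actives have a fitted effect of over 60% in size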
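alpha7betagal+/- myoblasts (passage 13, 250/well) treated 48 h at 37C with compounds at 1:260 dilution of DMSO stock. Lysed, then beta-galactosidase activity read as FDG fluorescence (ex 480/em 540) after 30 min, with pre-read for autofluorescence.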
Tb PFK inh – T. brucei PFK enzyme inhibition; O15648; T. brucei PFK, ADP-Glo luminescence; Potency, µM (titrated, usually from 57.5 µM), for inactives: top-dose activity, negative = inhibition, usual class: inhibitors; actives 0.17% (n = 330,000);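 further: potency means the concentration at half of the fitted maximal effect; 0% = uninhibited 1x PFK enzyme wells and -100% = no-enzyme wells; nearly all actives have a fitted effect of over 60% in size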
Target sequence (O15648 whole entry, looked up): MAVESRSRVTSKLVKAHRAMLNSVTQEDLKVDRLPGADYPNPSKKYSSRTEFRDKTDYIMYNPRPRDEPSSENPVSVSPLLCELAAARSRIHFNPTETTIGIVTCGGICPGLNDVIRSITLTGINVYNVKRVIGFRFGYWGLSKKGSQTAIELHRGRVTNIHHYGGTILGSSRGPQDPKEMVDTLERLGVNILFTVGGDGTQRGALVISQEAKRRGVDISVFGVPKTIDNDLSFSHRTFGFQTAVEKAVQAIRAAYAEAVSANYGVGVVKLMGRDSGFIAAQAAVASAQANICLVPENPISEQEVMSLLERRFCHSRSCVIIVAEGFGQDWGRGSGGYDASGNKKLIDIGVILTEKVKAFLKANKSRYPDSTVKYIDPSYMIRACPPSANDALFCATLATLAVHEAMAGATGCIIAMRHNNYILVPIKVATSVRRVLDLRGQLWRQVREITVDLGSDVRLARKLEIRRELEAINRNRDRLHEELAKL
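Activity is normalized to no-enzyme wells (full inhibition) and 1.25 nM enzyme wells (no inhibition). Reaction: 0.5 mM F6P, 0.1 mM ATP, 45 min RT, ADP-Glo luminescence; concentration-response curves fitted and classed by quality.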
The depositor's hits bear a star; u = inconclusive; x = not tested or not shown; & = joins results of further samples; [ ] = another dose, or the depositor's remark. Unless noted, the call rests on the fitted dose curve; in most records, active means well fitted curve in the direction sought with a large enough effect; inconclusive means small, poorly fitted or top-dose-only effect, or another doubt; inactive means no such curve, though single readings can be large; an effect the other way counts as inactive or inconclusive. These rows are one share of the data; the hit share may differ from the screen's.

| compound | GALK inhibitor | Tb PFK inh | B2AR arrestin | Giardia kill | PKM2 activator | Integrin act MD | FBPA coupling cs | Menin-MLL TR inh | BCR signal inh | ASM inhibitor | PTAP TSG101 blk |
| --- | --- | --- | --- | --- | --- | --- | --- | --- | --- | --- | --- |
| Cc1cc(C)cc(N(C(=O)c2csnn2)C(C(=O)NC2CCCC2)c2ccccn2)c1 (stereo not given) | 0.8% | -1.2% | -0.7% | 15.7 | x | 24.4% | -1.1 | u | 0.2% | -0.9% | -1.2% |
| CC(C)c1ccc(N2C=Nc3ccc(C(C)C)cc3C2)cc1 | x | 0.9% | -0.2% | -9.5 | 5.5% | -13.1% | 0.3 | x | u | -1.9% | -1.9% |
| O=C(CCC(=O)OCc1ccc([N+](=O)[O-])cc1)Nc1ccc(F)cc1 | -2.2% | -2.2% | 0.0% | 22.3 | 3.1% | -13.3% | 1.7 | 7.3% | 3.3% | -1.0% | -13.4% |
| COc1ccc(-c2noc(CCC(=O)NC3CCCCC3)n2)cc1 | -0.3% | 1.9% | 4.7% | -0.5 | x | -27.0% | -0.2 | 16.7% | 6.4% | 0.1% | 1.1% |
| FC(F)(F)c1cccc(NC(=S)NCC2COc3ccccc3O2)c1 (stereo not given) | -0.6% | 0.1% | 0.0% | u | -2.6% | 2.0% | -2.1 | u | u | -17.8% | -0.6% |
| COC(=O)c1ccccc1NC(=O)Cn1c(-c2nonc2N)nc2ccccc21 | 1.9% | 0.0% | 0.0% | -20.8 | 2.0% | -10.2% | 0.1 | 4.6% | u | -0.8% | -7.3% |
| O=c1oc2cc([N+](=O)[O-])ccc2nc1/C=C(O)/C=C/c1ccccc1 | x | -15.6% | -0.7% | x | 7.6% | x | 3.9 | x | 16.8% | x | x |
| COc1cc(SC)ccc1C(=O)Nc1ccc2c(c1)OCO2 | 3.1% | 3.6% | 0.3% | -7.8 | -0.7% | 43.9% | -11.2 | -9.3% | u | -1.7% | -3.2% |
| CS(=O)(=O)NCC(c1ccco1)N1CCN(c2ccc(F)cc2)CC1 (stereo not given) | 2.1% | -21.0% | -1.0% | -2.5 | 10.7% | -0.5% | 4.0 | -13.4% | 6.5%&0.3% | 1.6% | -0.9% |
| Cc1nn(-c2ccccc2)c(C)c1/C=C/C(=O)OC(C)C(=O)Nc1ncc(Cl)cc1Cl (stereo not given) | -2.0% | -6.6% | -0.5% | -0.3 | -5.4% | 3.6% | 0.5 | -10.5% | u | -6.0% | -0.6% |
| CCOCCCNC(=S)N1CCC(NC(=O)C23CC4CC(CC(C4)C2)C3)CC1 | -2.1% | -11.1% | -0.2% | 0.7 | 2.0% | 17.2% | -0.3 | -2.8% | -11.9% | -4.1% | -1.6% |
| COc1cccc(OC)c1C(=O)N1CCN(S(=O)(=O)c2ccc(C)cc2)CC1 | 0.5% | x | x | -4.0 | 28.4% | -2.0% | -0.5 | u | x | 1.5% | -5.1% |
| Cc1ccsc1C(=O)NNC(=S)NC1CCCCC1 | -4.2% | 0.4% | -0.2% | 5.1 | 3.5% | u | x | x | u | 0.6% | 1.1% |
| CC(NC(=O)Cc1c(F)cccc1Cl)C1CCCO1 (stereo not given) | -1.1% | -6.9% | 0.1% | 3.0 | 4.8% | 18.7% | 1.4 | -10.8% | 2.7% | 0.3% | -8.0% |
| Cc1ccccc1NC(=O)Cn1cnc2c(oc3ccccc32)c1=O | -2.3% | -2.1% | -0.1% | 0.2 | -2.1% | 3.6% | 6.6 | x | 5.6% | 0.0% | -6.4% |
| c1ccc2nc(N3CCN(Cc4ccc5c(c4)OCO5)CC3)cnc2c1 | -3.0% | 1.5% | 0.5% | 1.2 | 0.9% | -11.9% | 1.5 | -21.3% | -2.6% | 23.2% | 0.5% |
| O=C(NC1CCCCCC1)C1CCCN(c2ncccn2)C1 (stereo not given) | 2.6% | 5.9% | -0.6% | -9.9 | -0.1% | 23.1% | 2.0 | -8.6% | -5.3% | 5.1% | -6.4% |
| COc1ccc(/C=C/C(=O)Nc2ccccc2F)cc1S(=O)(=O)N1CCOCC1 | x | 0.0% | -0.8% | 60.8[activator] | x | -5.7% | x | x | u | -3.8% | -1.4% |
| Cc1noc(C)c1COc1ccccc1C(=O)N1CCN(S(=O)(=O)c2cccc([N+](=O)[O-])c2)CC1 | x | -3.0% | 0.1% | -9.8 | x | -7.2% | x | x | -0.7% | -1.2% | 1.8% |
| CCC(=O)N=c1ccn(C2=Nc3ccccc3NC2=C(C#N)C#N)cc1 | -1.7% | 3.2% | 0.1% | -11.4 | 3.3% | 14.6% | -2.1 | x | 0.8% | -7.3% | -4.8% |
| OC(CNCCCCNCC(O)C(F)(F)F)C(F)(F)F (stereo not given) | 10.2% | -1.0% | 0.1% | 1.3 | u | -5.5% | 2.1 | 11.0% | -6.2% | -0.8% | -2.5% |
| Cc1ccc2nc(Nc3ccc(C)c(C)c3)c3nncn3c2c1 | 4.4% | 1.6% | 0.3% | -5.9 | x | 25.3% | 0.5 | 14.4% | u | u | -7.0% |
| COC(=O)c1nc(NC(=S)NC(=O)c2cccs2)sc1C | -0.6% | -0.2% | -0.1% | -9.0 | -12.4% | -2.8% | x | x | u | 1.4% | -1.3% |
| O=C(Nc1cccs1)NC1CCCC1 | 1.1% | 3.1% | 0.1% | 0.1 | -3.6% | -12.7% | 1.6 | -0.5% | 0.2% | -0.3% | -0.6% |
| CC(C)n1c(NCc2nc3ccccc3n2C)nc2ccccc21 | -1.1% | 4.0% | 0.0% | -9.9 | -16.6% | -15.2% | 1.4 | -7.3% | -11.7% | 2.6% | -4.6% |
| Cn1c(SCC(=O)N2CCCc3ccccc32)nnc1-c1ccco1 | 1.8% | -3.4% | 0.0% | 7.0 | 1.7% | 16.5% | 1.9 | 5.1% | -2.2% | 2.4% | -3.0% |
| CN1CCCCCC1C(=O)N1CCC(N2CCC(C(=O)N3CCOCC3)CC2)CC1 (stereo not given) | 2.0% | -3.6% | 0.0% | -2.2 | 0.5% | 18.3% | -0.2 | -2.9% | -0.5% | 4.4% | 2.4% |
| COc1ccc([C@@H]2[C@@H](C(=O)C(C)(C)C)N3N=Cc4ccccc4[C@@H]3C23C(=O)OC(C)(C)OC3=O)cc1OC | -0.1% | 4.3% | -0.3% | 5.7 | 4.3% | -16.7% | -2.2 | -3.9% | -0.5% | 0.3% | 1.3% |
| COCCCn1c(SCc2nnc(-c3ccc(OC)c(OC)c3)o2)nnc1-c1ccncc1 | 0.9% | -6.1% | -0.3% | -4.7 | -0.8% | 0.0% | -0.3 | 5.4% | 2.8% | 1.4% | -4.5% |
| CCCC(C)NC(=O)CN(Cc1ccco1)S(=O)(=O)c1ccccc1 (stereo not given) | x | -2.8% | -0.2% | -20.2 | x | 11.0% | x | x | u | 4.6% | -9.7% |
| COC(=O)c1ccc(C(=O)N2CCCC(N3CCN(c4ccccc4)CC3)C2)nc1 (stereo not given) | -6.8% | -3.9% | -0.1% | -2.6 | x | 8.0% | x | x | 2.3% | 3.1% | -1.3% |
| NS(=O)(=O)c1ccc(CCNC(=O)CNC(=O)C2CCCCC2)cc1 | 0.3% | -0.4% | 2.3% | 1.0 | -0.8% | 1.1% | -0.1 | -3.5% | 8.2% | 0.0% | -4.6% |
| COc1ccccc1OCC#CCn1ccnc1 | -0.3% | -2.4% | -0.2% | 16.1 | -3.8% | 10.6% | -0.1 | -14.0% | 0.9% | -1.0% | -5.3% |
| CC(=O)N(c1ccc(C)cc1)S(=O)(=O)c1ccc(Cl)cc1 | 14.7% | -0.6% | 0.0% | -6.9 | -3.9% | -9.9% | -1.0 | -6.9% | 7.1% | -2.6% | 0.7% |
| CN1CCc2c(n(CC(O)CN(CCO)CCO)c3ccccc23)C1=O (stereo not given) | -2.9% | -6.4% | -0.3% | -2.7 | -9.4% | 0.0% | -50.6* | 0.7% | 0.3% | 8.0% | -0.6% |
| c1ccc(CCc2nn3c(C4COc5ccccc5O4)nnc3s2)cc1 (stereo not given) | 0.3% | 1.6% | -0.6% | 1.9 | 4.5% | -33.9%[inhibitor] | 0.2 | -4.2% | -8.3% | -11.0% | -5.5% |
| Cc1ccc(-c2nc(C#N)c(NCCc3ccccn3)o2)cc1 | 1.6% | 0.9% | 0.1% | 8.8 | 22.1% | -16.8% | -2.9 | 2.0% | u | 6.5% | -2.9% |
| COc1ccc(CN2C(=O)COc3ccccc32)cc1 | -0.8% | -4.7% | -1.1% | 1.9 | -10.4% | -12.7% | 0.1 | -7.4% | -12.0% | -0.1% | -1.8% |
